SRC1 TRFRET art: flags TR-FRET format artefacts in PPARgamma SRC-1 recruitment agonist screen; TR-FRET detection artefact counter-screen, emission ratio; stronger effect = higher value; TR-FRET ratio at 8 µM; actives 0.34% (n = 99,000); AID 1051; in the data active means TR-FRET ratio above about 2300; further: inactives centre near 1800; reference of the scale not given here
SRC3 TRFRET art: TR-FRET artefact, counter-screen to PPARgamma/SRC-3 agonist assay; PPARgamma/SRC-3 format; stronger effect = higher value; TR-FRET ratio at 8 µM; actives 0.39% (n = 99,000); AID 1048; in the data active means TR-FRET ratio above about 2000; further: inactives centre near 1600; reference of the scale not given here
* hit, by the source's call.

Value order: SRC1 TRFRET art	SRC3 TRFRET art
- CC(C)(C)NC(=O)NC(=O)COC(=O)CNC(=O)c1cc(Cl)cc([N+](=O)[O-])c1
→ 1532	1509
- Cc1ccc(NC(=O)COc2ccc(CCO)cc2-n2nc3ccccc3n2)cc1C
→ 1826	1623
- Cc1ccc(CNS(=O)(=O)NCc2cccs2)cc1
→ 1847	1472
- Cc1ccn2c(C(=O)NN=C3CCN(C)CC3)c(C)nc2c1
→ 1833	1483
- CCOC(=O)N1CCC(NC(=O)CCN2C(=O)C3C4C=CC(C4)C3C2=O)CC1 (stereo not drawn)
→ 1559	1703
- O=[N+]([O-])c1ccc2nc(NCCCO)nc(-c3ccccc3)c2c1
→ 1757	1508
- COc1ccc(N2CCN(CCCNC(=O)CC3Oc4ccc(C)cc4NC3=O)CC2)cc1 (stereo not drawn)
→ 1820	1670
- Fc1ccc(NC(=S)Nc2ccc3nccnc3c2)cc1
→ 1960	1656
- CC(C)c1ccc(CNC(=O)C(=O)Nc2nccs2)cc1
→ 1611	1588
- CCOC(=O)C1CCCN(C2CCN(Cc3nc(-c4ccccc4)no3)CC2)C1 (stereo not drawn)
→ 1682	1568
- CCCCNC(=O)c1cc(C)no1
→ 2105	1458
- Cc1onc(-c2ccccc2)c1C(=O)N1CCN(c2ncccn2)CC1
→ 1952	1777
- COc1ccc(C(C)(C)C)cc1NC(=O)COC(=O)c1ccc([N+](=O)[O-])o1
→ 1875	1531
- CN(C)/C=N/c1nc2nccc(-c3cccs3)n2n1
→ 2189	1779
- Cc1cc2nc(SCCOC(=O)Nc3ccccc3)nc(C)c2cc1C
→ 1979	1668
- CC(C)c1cccc(C(C)C)c1NC(=O)CNCc1ccccc1F
→ 1717	1580
- CCN=C1SC(C(=O)Nc2ccc(OCC)cc2)CC(=O)N1CC (stereo not drawn)
→ 1884	1748
- CCOC(=O)c1sc2nc(C)nc(SCC(N)=O)c2c1C
→ 1767	1777
- O=C(CCCc1nc2ccccc2s1)NCc1ccccc1
→ 1793	1521
- C=CCc1cc(C)ccc1OCCOCCn1ccnc1
→ 1847	1666
- COc1cccc(CN(C)CC(=O)Nc2ccccc2N2CCOCC2)c1OC
→ 1811	1651
- COc1ccc(C(=O)N2N=C3CC(C)(C)OCC3C2c2ccccc2)cc1 (stereo not drawn)
→ 2015	1616
- COc1ccc(OC)c(N=C(N)N=C(N)N)c1
→ 1885	1439
- COc1ccc(C(=O)Nc2ccc(C)c(S(=O)(=O)N3CCCCCC3)c2)cc1
→ 1885	1350
- CCCCCCn1c(=O)c(Cc2ccccc2)c(O)c2ccccc21
→ 1771	1531
- COc1ccc(C(=O)n2c(C)c(CCO)c(=O)n2C)cc1
→ 1702	1621
- O=C(Cn1nc(-c2ccccc2)ccc1=O)Nc1ccc(NC(=O)c2ccccn2)cc1
→ 1872	1813
- O=S(=O)(NCCN1CCOCC1)c1cccs1
→ 1677	1573
- COc1cccc(/C=N/NC(=O)CSc2ccccc2C)c1OC
→ 2173	1693
- CC(C)(C)CC(C)(C)NC(=O)c1ccccc1
→ 1924	1552

Record cards, from the list above.
`C=CCc1cc(C)ccc1OCCOCCn1ccnc1` is listed with SRC1 TRFRET art = 1847; SRC3 TRFRET art = 1666
`Cc1onc(-c2ccccc2)c1C(=O)N1CCN(c2ncccn2)CC1` is listed with SRC1 TRFRET art = 1952; SRC3 TRFRET art = 1777
`COc1ccc(OC)c(N=C(N)N=C(N)N)c1` is listed with SRC1 TRFRET art = 1885; SRC3 TRFRET art = 1439

The list continues:
Value order: SRC1 TRFRET art	SRC3 TRFRET art
- CS(=O)(=O)N(CC(=O)Nc1cccc([N+](=O)[O-])c1)c1ccccc1
→ 1942	1392
- C#CCn1c(-c2cccs2)nc2ccccc21
→ 1843	1735
- Cc1cc(C)n(-c2nnc(C)n2/N=C/c2ccc(O)cc2)n1
→ 1644	1558
- O=c1[nH]c(SCc2ccc(Cl)cc2)nc2ccccc12
→ 1806	1807
- COc1c(Cl)cc(-c2noc(C)c2C(=O)NCc2ccc3c(c2)OCO3)cc1Cl
→ 1778	1715
- Cc1nc(N2CCOCC2)c2c(C)c(C(=O)Nc3ccc(C(F)(F)F)cc3)sc2n1
→ 1820	1745
- COc1ccc(OC)c(NC(=O)c2ccc(Cl)cc2)c1
→ 1860	1641
- O=C(CCCCCNC(=O)c1ccccc1)N/N=C/c1ccco1
→ 1701	1520
- COc1ccc(NC(=O)CC2SC(N)=NC2=O)c([N+](=O)[O-])c1 (stereo not drawn)
→ 1621	1652
- Cc1ccsc1C(=O)OCC(=O)NCc1ccco1
→ 1737	1517
- O=C(COC(=O)CCCNC(=O)c1ccc(Cl)cc1)Nc1cc(Cl)ccc1Cl
→ 1516	1452
- CC(=O)c1ccc(NC(=O)COC(=O)c2c3c(nc4ccccc24)/C(=C\c2cccs2)CCC3)cc1
→ 1856	1698
- Cc1nn2c(-c3ccccn3)ccnc2c1Cl
→ 1784	1606
- CCC(C(=O)Nc1ccc(OC)c(Cl)c1)c1ccccc1 (stereo not drawn)
→ 1824	1467
- C=CCn1c(C)cc(C2=NNC(=NCc3ccccc3)SC2)c1C
→ 1560	1459
- O=[N+]([O-])c1ccccc1/C=N\N1CCN(c2ccccc2)CC1
→ 1702	1490
- Cc1cc(C(=O)N/N=C/c2cc(N=Nc3ccccc3)ccc2O)n[nH]1
→ 1631	1741
- O=C(Nn1c(C2CCCCC2)nc2ccccc2c1=O)c1cc(Cl)ccc1[N+](=O)[O-]
→ 1941	1657
- CCOc1ccccc1NC(=O)Cn1c(=O)oc2ccccc21
→ 1816	1571
- COc1cc(CN2CCCC(CO)(Cc3cccc(Cl)c3)C2)cc2c1OCO2 (stereo not drawn)
→ 1665	1493
- Cc1cnc(CNC(=O)c2ccc(OC3CCN(C(=O)C4CC4)CC3)cc2)cn1
→ 1817	1632
- N#Cc1cc(S(=O)(=O)c2ccc(F)cc2)c(N)[nH]c1=O
→ 1599	1659
- COc1ccc(NC(=O)C(CC(=O)O)C(C)c2ccccc2)cc1 (stereo not drawn)
→ 1874	1427
- COc1ccc2cc(CO)c(Cl)nc2c1
→ 1750	1427
- CC(=O)Nc1nnc(Cc2c[nH]c3ccccc23)s1
→ 1475	1318
- CCc1ccc(-c2ccc(SCC(=O)Nc3nnc(C)s3)nn2)cc1
→ 1905	1753
- O=C(OCn1nnc2ccccc2c1=O)c1cc(-c2ccccc2Cl)nc2ccccc12
→ 1918	1549
- COc1ccc(NC(=S)N2CCCC2)cc1OC
→ 1884	1510
- NS(=O)(=O)c1ccc(NC(=S)NCc2ccco2)cc1
→ 1538	1351
- Cc1ccc(Cc2ccc(C(=O)NNC(N)=S)o2)cc1
→ 1590	1600
- C=CCc1cccc(/C=N/NC(=O)c2ccccc2Br)c1O
→ 1972	1613
- C=CCNC(=O)Cc1c(OC)ccc2cc(Br)ccc12
→ 2150	1874
- Cc1ccc(/C=N/NC(=O)c2cccs2)s1
→ 1916	1846
- COc1ccc(C(CNC(=O)c2oc3ccc(Br)cc3c2C)N2CCCCC2)cc1 (stereo not drawn)
→ 1993	1801
- Cc1ccn(-c2n[nH]c(C)c2[N+](=O)[O-])n1
→ 1734	1789
- CCN1C(=O)C(CC(=O)Nc2c(C)cccc2C)Nc2cc(S(=O)(=O)N(C)C)ccc21 (stereo not drawn)
→ 2170	1696
- CCOC(=O)C1(CCCc2ccccc2)CCN(C(=O)CN2C(=O)CSC2=O)CC1
→ 1598	1575
- COc1ccccc1/C=C/C=N/N1CCN(Cc2ccccc2)CC1
→ 1985	1504
- CN1c2ccccc2N(C)C1(C)c1cccc2ccccc12
→ 1876	1606
- Cc1ccccc1OCCCn1c(CO)nc2ccccc21
→ 2005	1742
- CCC1CCCCN1S(=O)(=O)c1ccc(S(=O)(=O)N(Cc2ccccn2)CC2CCCO2)cc1 (stereo not drawn)
→ 1863	1578
- Cc1noc(C)c1COC(=O)COc1ccc(C#N)cc1
→ 2086	1604
- Cc1cc(OCC(=O)NC(C)(C)C)ccc1Cl
→ 1750	1697
- COc1ccccc1N1CCN(C(=O)c2sc3nc(-c4ccc(F)cc4)cn3c2C)CC1
→ 1761	1652
- O=C(Nn1c(SCc2ccc([N+](=O)[O-])cc2)nc2ccccc2c1=O)c1ccc(F)cc1
→ 1474	1430
- C/C(=N\NC(=O)COc1cccc(Cl)c1)c1ccc2c(c1)OCCO2
→ 1908	1349
- O=C(c1cc2cc(Br)ccc2o1)N1CCCC1
→ 2048	1615
- Cc1ccc(C2=CSC3=NNC4(CCCCC4)NN23)cc1
→ 1467	1409
- NS(=O)(=O)c1ccc(NC(=S)N2CCN(c3ccccc3)CC2)cc1
→ 1820	1572
- Cc1ccc(-c2csc3ncn(CC#N)c(=O)c23)cc1
→ 1624	1458
- Cc1ccc(SC(C)C(=O)NCCC2=CCCCC2)cc1 (stereo not drawn)
→ 1996	1516
- COc1c(O)cc2c(c1O)C(=O)CC(c1ccccc1)O2 (stereo not drawn)
→ 1745	1612
- CN(c1ccc(OCC(=O)N2CCCCC2)cc1)S(=O)(=O)c1cccs1
→ 1787	1442
- COc1ccc(NS(=O)(=O)c2cc(NC(=O)CC(=O)c3ccc([N+](=O)[O-])cc3)ccc2C)cc1
→ 1551	1640
- COc1cc(NC(=O)COC(=O)CSc2ccc3ccccc3c2)c(C)cc1[N+](=O)[O-]
→ 1731	1601
- O=C(N/N=C/c1ccccn1)c1cc([N+](=O)[O-])cc([N+](=O)[O-])c1
→ 1818	1506
- C/C(=N\Nc1nccnc1Cl)c1ccc(F)cc1
→ 1529	1671
- COc1ccc(/C=C2\SC(=NCc3ccccc3)NC2=O)cc1
→ 1881	1519
- O=C(CNC(=O)c1cccc(Br)c1)N/N=C/c1cc(Br)cc(Br)c1O
→ 2052	1541
- Cc1ccc(NC(=O)COC(=O)/C=C/c2ccccc2)cc1S(=O)(=O)N1CCOCC1
→ 1779	1517

Other records.
Value order: SRC1 TRFRET art	SRC3 TRFRET art
- CCc1c(C)sc(NC(=O)OC)c1C(=O)N1CCOCC1
→ 2173	1839
- O=C(N/N=C/c1ccco1)c1cccc([N+](=O)[O-])c1
→ 1543	1655
- Cc1nc2cc(F)ccc2n1C1CCN(C(=O)c2ccc(F)cc2F)CC1
→ 1773	1328
- CCCn1c(NCc2ccc3c(c2)OCO3)nc2ccccc21
→ 1673	1291
- O=C(Cc1ccccc1)N/N=C/c1cccn1-c1ccc([N+](=O)[O-])cc1
→ 1760	1759
- COc1ccc(OC)c(S(=O)(=O)N2CCC(C(=O)NCCC3=CCCCC3)CC2)c1
→ 1712	1637
- CSc1nnc(C)c(=O)n1COC(=O)c1ccccc1
→ 1691	1557
- COc1ccc2c(c1)c1nc3n(c(=O)c1n2CC(=O)Nc1cc(C)[nH]n1)CCS3
→ 1858	1658
- CCOc1ccccc1-c1nc(CN2CCCC2c2nccs2)c(C)o1 (stereo not drawn)
→ 1724	1811
- Cc1ccc(OCCNC(=O)Cc2ccc(F)cc2)cc1
→ 1940	1575
- Cc1cc(=O)n(C)c(=O)n1CCCCCCOc1ccc([N+](=O)[O-])cc1
→ 1635	1429
- Cc1ccc(-n2ncc(Br)c(Br)c2=O)cc1
→ 2278	1996
- CC1CCCN(Cc2nc3c(c(=O)n(C)c(=O)n3C)n2CC(=O)c2ccccc2)C1 (stereo not drawn)
→ 1591	1449
- CCOC(=O)N1CCC(NS(=O)(=O)c2cc(Br)cc3c2N(C(=O)CC)CC3)CC1
→ 2115	1452
- O=C(CSc1nncs1)Nc1ccc(Cl)cn1
→ 1762	1616

The closing 2 entries of the section before are carried over, then new ones follow:
Value order: SRC1 TRFRET art	SRC3 TRFRET art
- CCOC(=O)N1CCC(NS(=O)(=O)c2cc(Br)cc3c2N(C(=O)CC)CC3)CC1
→ 2115	1452
- O=C(CSc1nncs1)Nc1ccc(Cl)cn1
→ 1762	1616
- CSC(=NCc1ccc(F)cc1)NS(=O)(=O)c1cccs1
→ 1663	1418
- CC1(C)CC(=O)CC2(C1)NCC(c1ccccc1)c1c2[nH]c2ccccc12 (stereo not drawn)
→ 1415	1416
- Cc1ccc(-n2c(SCC(=O)NCCN3C(=O)CSC3=O)nnc2-c2ccccc2)cc1
→ 2031	1689
- Cc1ccc(OCC(=O)N/N=C\c2ccc(-c3cccc(C(=O)O)c3)o2)c(C)c1
→ 1623	1627
- Cc1ccc(NC(=O)Cn2nnc(-c3ccccc3-n3cnnn3)n2)c(C)c1
→ 1999	1808
- CCOC(=O)c1c(NC(=O)CSC2=NN3CCCC(=O)N=C3S2)sc2c1CCCCC2
→ 1709	1411
- O=C(CSCc1ccccc1Cl)N/N=C/c1ccco1
→ 1474	1621
- CC(c1n[nH]c(=S)n1-c1ccc(F)cc1)N1CCCCC1 (stereo not drawn)
→ 1664	1390
- COc1ccc(-n2cc(CNC(C)c3ccncn3)c(-c3cccc(F)c3)n2)cc1 (stereo not drawn)
→ 1747	1452
- O=C(CC1CCCCC1)NCc1ccco1
→ 1833	1374
- Cc1ccc(NC(=O)CN(C)C(=O)Cn2ccsc2=N)cc1
→ 1741	1366
- O=C(O)Cc1ccc(Oc2ncc(C(F)(F)F)cc2Cl)cc1
→ 1683	1509
- CCC(=O)Nc1cccc(NC(=S)NC(=O)c2cccs2)c1
→ 1710	1591
- CCN(CC)c1ccc(C=NCCc2ccc(S(N)(=O)=O)cc2)cc1
→ 1527	1643
- Cc1cc(C(=O)CN2C(=O)c3ccccc3S2(=O)=O)c(C)n1CC1CCCO1 (stereo not drawn)
→ 1829	1459
- CC(C)c1ccccc1NC(=S)N1CCN(Cc2ccc3c(c2)OCO3)CC1
→ 1780	1738
- CN1/C(=C\C=C(/C#N)C(=O)Nc2ccccc2F)C(C)(C)c2ccccc21
→ 1850	1673
- OCCC1CN(Cc2cc3c(cc2Cl)OCO3)CCN1C1CCCC1 (stereo not drawn)
→ 1858	1425
- Cc1ccc(C(=O)NN2C(=O)/C(=C/c3cn(C)c4ccccc34)SC2=S)cc1
→ 1659	1701
- Cc1ccccc1NC(=O)c1ccc(S(=O)(=O)C(F)F)cc1
→ 1720	1397

Source: PubChem BioAssay (The Scripps Research Institute Molecular Screening Center)

The list is partial (hit frequency here may not be typical).
